PABP1 MLLE inh: blocks PAM2 peptide binding to the PABP1 MLLE domain. inhibition, % at 20 µM. AID 588489. 360,000 compounds, 0.36% hits. GST-MLLE / FITC-PAM2 fluorescence polarization; in the data active means inhibition above about 35%, passing the limit was not always enough;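 further: plate controls were DMSO wells with GST-MLLE for no effect and wells lacking GST-MLLE protein for full effect; some results filed as inactive read as strong as hits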
eLon inh: inhibits E. coli Lon protease; P0A9M0; purified E. coli Lon protease, fluorescence polarization; inhibition, % at 7.94 µM; 360,000 compounds, 0.42% hits; AID 602123; in the data active means inhibition above about 13%, passing the limit was not always enough;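 further: 0% = enzyme with probe and DMSO and 100% = no enzyme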
Rin1 Abl inh: human Rin1-Abl interaction inhibition; P00519+Q13671; TR-FRET Rin1/Abl binding, biochemical; 360,000 compounds, 0.4% hits; inhibition, % at 7.35 µM; in the data active means inhibition above about 5%, passing the limit was not always enough
FAS TE block: FAS thioesterase (human) inhibition; recombinant FAS-TE, OMFH fluorogenic substrate, fluorescence endpoint; P49327; 360,000 compounds, 0.67% hits; AID 602261; inhibition, % at 15 µM;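 active means compounds whose normalised, plate-corrected inhibition of enzyme fluorescence in the single-dose primary screen is 50% or more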;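 further: 0% = DMSO with enzyme and 100% = substrate without enzyme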
Rpn11 block: inhibitors of human proteasome Rpn11; O00487; human 26S proteasome, Ub4-pepOG fluorescence polarization; 20S core pre-blocked with epoxomicin; calls only at 20 µM; 360,000 compounds, 0.59% hits;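 active means inhibition at 20 µM, scaled to each plate's controls, above about 33%, limit read from the data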
MsrA act: activates bovine MsrA enzyme; purified bovine MsrA, absorbance read-out; activation, % at 10.6 µM; 360,000 compounds, 0.3% hits; in the data active means activation above about 7.5%;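 further: 0% = vehicle and 100% = reference activator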
CSN deneddyl inh: blocks human CSN-mediated cullin deneddylation; Q92905; Purified CSN, SCF-Nedd8-OG deneddylation, fluorescence polarization; inhibition, % at 12.5 µM; 360,000 compounds, 0.38% hits;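 active means pattern-corrected inhibition above about 35%, with an unprinted fluorescence ratio check between 0.5 and 1.5, limit read from the data, passing the limit was not always enough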;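 further: 0% = enzyme with substrate and 100% = substrate without enzyme; some results filed as inactive read as strong as hits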
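Material: human Csn5 produced in HEK293T cells; Input: enzyme 0.24 nM; Reagent: SCFSkp2-Nedd8OG substrate at 10 nM final; Dosing: 12.5 µM compound; Incubation: 90 min reaction at room temperature; Detection: fluorescence polarization of the substrate; Evaluation: % inhibition of substrate cleavage by Csn5; Control set: substrate-only high control, full reaction low control.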
MsrA inh: inhibitors of bovine MsrA; purified bovine MsrA, absorbance read-out; inhibition, % at 15.5 µM; 360,000 compounds, 0.75% hits; AID 651718; in the data active means inhibition above about 4.5%;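 further: 0% = vehicle wells with enzyme and 100% = reference inhibitor wells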
MT1-MMP act inh: blocks activation of human MT1-MMP; P50281; HT1080 RFP-PRO-GFP cells, GFP/RFP ratio fluorescence, overnight; percent of plate control window, DMSO zero; GFP/RFP ratio change, % at 20 µM; 360,000 compounds, 0.061% hits; AID 651647;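 active means GFP/RFP ratio change of at least 30% with cell ATP level not reduced by more than half and red fluorescence within 50% of control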; further: strong numbers were not always called active
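Test system: HT1080 cells expressing an RFP-PRO-GFP fluorescent reporter construct / Compound dosing: single-point 20 µM compound, 1% DMSO / Schedule: cells overnight before dosing, compound overnight, 37 °C, 5% CO2 / Evaluation: GFP/RFP fluorescence ratio / Control set: DMSO and RFP-L50D-GFP cell wells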
Starred values were filed as active, the others as inactive; i = inactive; · = not tested or not shown.

Under each structure: FAS TE block	MsrA inh	Rpn11 block	PABP1 MLLE inh	MT1-MMP act inh	MsrA act	eLon inh	Rin1 Abl inh	CSN deneddyl inh
- COc1ccc(N(CC(=O)Nc2cccc(C)c2C)S(=O)(=O)c2c(C)n[nH]c2C)cc1
 : -1	-0.3	i	6	-2	-3	1	-2	3
- C[C@]12C=CC(=O)C=C1CC[C@@H]1C2C(O)C[C@@]2(C)C1CC[C@]2(O)C(=O)COC(=O)CCC(=O)NC(CC(=O)O)C(=O)O (some centres not stated)
 : -3	-0.7	i	-7	-1	-6	0	3	8
- COc1cccc(CN=C2Nc3ccccc3CS2)c1
 : -2	1.9	i	9	-2	-2	-2	4	-4
- CCCCC(=O)Nc1ccc(C(=O)c2ccccc2)cc1
 : 1	1.4	i	-11	0	-9	-5	1	1
- O=C(O)Cn1nc(-c2ccc(F)cc2)oc1=O
 : -7	-0.1	i	4	2	-4	-18	1	-5
- N#Cc1ccccc1/C=N/Nc1nc(-c2ccccc2)c2cc(Br)ccc2n1
 : 13	0.2	i	-21	0	-2	6	-2	6
- COCCC(=O)N1CCC(Oc2ccc(C(=O)NCCn3cccn3)cc2)CC1
 : -5	1.4	i	-5	-2	-6	8	-1	-2
- Cc1ccc(S(=O)(=O)NCc2nc3nc(C)cc(C)n3n2)c(C)c1
 : -8	-0.4	i	2	1	-1	-3	-1	-1
- CCOC(=O)CNC(=O)CN1CCCN(S(=O)(=O)c2ccc(Br)s2)CC1
 : -11	-0.2	i	10	-4	-9	-5	4	2
- CC(C)C[C@H](NC(=O)c1nc[nH]c1C(=O)N1CCN(C(=O)OC(C)(C)C)CC1)C(=O)OC(C)(C)C
 : -6	-0.5	i	4	-2	-8	8	-1	-1

Under each structure: FAS TE block	MsrA inh	Rpn11 block	PABP1 MLLE inh	MT1-MMP act inh	MsrA act	eLon inh	Rin1 Abl inh	CSN deneddyl inh
- CCN1CCCC1Cn1cnc2c([nH]c3ccc(C)cc32)c1=O (configuration not stated)
 : -6	0.2	i	22	8	-2	1	-2	1
- Fc1ccc(NC(=S)Nc2ccccc2N2CCOCC2)cc1Cl
 : 6	-0.3	i	25	2	9.7*	7	-1	-3
- O=C1CC(c2ccccc2F)c2cc3c(cc2N1)CCC3 (configuration not stated)
 : 5	-0.3	i	6	-5	-1	-9	5	-2
- CC1(C(=O)NS(=O)(=O)c2ccc(Cl)cc2)CCN1C(=O)C1(c2ccc(Cl)cc2)CC1 (configuration not stated)
 : -4	0.0	i	3	1	-1	-4	-1	-8
- CCCCOc1ccc(C(=O)N/C(=C\c2cccc([N+](=O)[O-])c2)C(=O)OCc2ccco2)cc1
 : 27	1.2	i	-2	0	-4	-9	-2	-1
- COc1ccc(N2CCN(C(=S)NC(C)c3ccccc3)CC2)cc1 (configuration not stated)
 : 8	1.3	i	-124	0	0	5	1	-3
- O=C(c1ccc(Cl)cc1)c1cnc(Nc2ccccc2Cl)s1
 : 18	0.9	i	-15	-1	1	-2	-9	5
- O=C(NCC(=O)N1CCN(S(=O)(=O)c2c(F)cccc2F)CC1)c1ccccc1F
 : -6	-0.9	i	11	5	-10	-6	-1	-5
- O=c1c2ccsc2ncn1Cc1ccc(Cl)cc1
 : 1	0.0	i	0	3	0	-9	-3	-7
- O=C(Nc1nc(-c2cccs2)cs1)c1ccc([N+](=O)[O-])o1
 : 50	0.5	i	5	-3	4	-5	0	2

Under each structure: FAS TE block	MsrA inh	Rpn11 block	PABP1 MLLE inh	MT1-MMP act inh	MsrA act	eLon inh	Rin1 Abl inh	CSN deneddyl inh
- O=C(COC(=O)CCS(=O)(=O)c1ccc(Cl)cc1)NCCc1ccccc1
 : -6	-0.2	i	2	3	-1	-11	0	-2
- CSc1ccccc1C(=O)NC1CCCN(Cc2ccccc2F)C1 (configuration not stated)
 : -2	-0.7	i	-2	-2	-5	2	0	0
- CCOC(=O)CN(c1ccccc1)S(=O)(=O)c1ccc(F)cc1
 : 5	-0.1	i	-4	0	-3	5	0	-1
- O=C(Nc1ccccc1N1CCCCC1)C1CCN(S(=O)(=O)c2ccccc2C(F)(F)F)CC1
 : 34	0.6	i	9	-13	-1	17	-2	0
- CCOc1ccc(CNC(=O)c2ccc(Sc3ccc(Cl)cc3)c(NC(C)=O)c2)cc1
 : 13	0.0	i	1	-5	0	-4	-3	-12
- O=C(O)CSc1nc2sc3c(c2c(=O)n1-c1ccccc1)CCC3
 : 1	5.0*	i	-4	7	-5	-10	-3	3
- N#Cc1c(-c2ccccc2)cc(-c2ccccc2)nc1SCC(=O)NCC(=O)O
 : -5	1.6	i	5	-3	-4	0	0	0
- O=C(O)CCC(=O)Nc1ccc2c(c1)Cc1cc(NC(=O)CCC(=O)O)ccc1-2
 : -5	0.3	i	7	3	-1	-6	1	0
- COc1ccccc1-c1n[nH]nc1C1=CC(=O)C[C@H](c2ccc(F)cc2)C1
 : -21	0.2	i	-2	0	-2	-6	-1	7
- CCn1c(=O)c(C(=O)NCc2ccc(OC)cc2)c(O)c2ccccc21
 : 16	-0.9	i	6	1	-4	2	-3	-1

Under each structure: FAS TE block	MsrA inh	Rpn11 block	PABP1 MLLE inh	MT1-MMP act inh	MsrA act	eLon inh	Rin1 Abl inh	CSN deneddyl inh
- CCOc1cccc(C=Nc2cc(C)cc(C)c2O)c1O
 : 1	0.9	i	0	-7	3	-21	3	7
- O=C(COC(=O)c1ccccc1NCCO)NCc1cccs1
 : -3	-0.3	i	-5	0	-4	-6	3	-3
- COC(=O)CCC(=O)OC1(C)C(=O)C2=CN(CCCOC(C)C)C(c3ccc(OC)cc3)=CC2=C(Br)C1=O (configuration not stated)
 : -10	·	i	8	17	-2	6	-4	-3
- O=C(COc1ncnc2cc([N+](=O)[O-])ccc12)NCCc1ccc(Cl)cc1
 : 29	0.8	i	-17	2	0	-5	2	-8
- COC(=O)c1scc(C)c1NC(=O)Nc1ccccc1
 : -8	-0.5	i	11	1	-2	-3	3	6
- CC(CCc1ccccc1)NC(=O)c1ccco1 (configuration not stated)
 : -12	-2.6	i	6	3	-7	-2	-3	2
- O=C(CCc1nc(-c2ccccc2)c(-c2ccccc2)o1)OCc1ccc(Br)cc1
 : 26	0.9	i	-1	5	-12	0	0	2
- CCCCOc1ccc(C(C)NC(=O)CCS(=O)(=O)Cc2ccccc2F)cc1 (configuration not stated)
 : -9	-0.4	i	1	-2	1	1	-2	6
- CC(C)C1Nc2ccc(S(N)(=O)=O)cc2C2C=CCC21 (configuration not stated)
 : -5	-0.2	i	2	-12	-3	-8	-1	1
- CCCCCC(=O)N1C[C@@H](O)[C@H](n2cc(C3CC3)nn2)C[C@@H]1c1ccc(C)cc1
 : -4	0.8	i	8	1	-2	-7	2	0

Under each structure: FAS TE block	MsrA inh	Rpn11 block	PABP1 MLLE inh	MT1-MMP act inh	MsrA act	eLon inh	Rin1 Abl inh	CSN deneddyl inh
- CCCc1cc(=O)oc2cc(OCC(=O)N3C[C@H]4C[C@@H](C3)c3cccc(=O)n3C4)c(Cl)cc12
 : 2	1.4	i	-2	3	2	-11	2	-2
- CCOC(=O)C1CCN(C(=O)C(C)Sc2ccc(Cl)cc2)CC1 (configuration not stated)
 : -8	1.6	i	-1	3	-13	-1	1	-6
- COc1ccc(-c2noc(CCC(=O)N3CCN(c4ccc(Cl)cc4)CC3)n2)cc1
 : -2	0.4	i	1	1	-1	0	-3	0
- CCC(Sc1nc2n[nH]c(C)c2c(=N)n1-c1cccc(Cl)c1C)C(=O)N(CC)CC (configuration not stated)
 : -2	-0.8	i	1	2	-1	11	-1	-3
- O=C(Cn1c(=O)oc2cc(S(=O)(=O)N3CCCC3)ccc21)N1CCCC1
 : -1	-1.1	i	-11	2	5	-5	-3	0
- CCN1CCC[C@H]1CNC(=O)c1c(O)c(Cl)cc(Cl)c1OC
 : 0	1.3	i	-21	-2	-1	-9	-4	-2
- Cc1ccc(N(Cc2ccccc2)C(=O)Cc2ccc(S(=O)(=O)N3CCOCC3)s2)cc1
 : 23	0.0	i	-5	-4	-2	-2	1	-3
- CCOC(=O)c1c(NC(=O)c2nn(C)cc2[N+](=O)[O-])sc(C)c1C
 : -6	-0.5	i	3	0	-2	0	-4	-4
- COc1ccc(NC(=O)Nc2cccc3c2O[C@H](CN(C)C(=O)NC2CCCCC2)[C@@H](C)CN([C@H](C)CO)C3=O)cc1
 : 78*	-0.9	i	7	1	-2	0	3	-3
- CCc1ccc(N/C(=N/c2nc(C)cc(C)n2)NC(C)=O)cc1
 : 2	-0.4	i	-7	2	1	5	4	3

Under each structure: FAS TE block	MsrA inh	Rpn11 block	PABP1 MLLE inh	MT1-MMP act inh	MsrA act	eLon inh	Rin1 Abl inh	CSN deneddyl inh
- COc1ccccc1-n1nc(C(=O)Nc2ccc3c(c2)OCO3)c2ccccc2c1=O
 : 14	0.2	i	-7	-3	-13	-6	1	-4
- O=C(COC(=O)C1=COCCO1)Nc1ccccc1Oc1ccccc1
 : -2	1.7	i	2	1	-3	5	-2	6
- Cc1cccc(-n2c(Cn3nc(C)c([N+](=O)[O-])c3C)n[nH]c2=S)c1
 : -8	-0.9	i	-9	1	1	6	7	-3
- O=C(CC(CC(=O)c1ccccc1)C(=O)O)c1ccccc1
 : -9	-1.0	i	-2	-5	-11	-7	-3	2
- Cn1c(=O)c2c(ncn2CC(=O)OCC(=O)c2ccc(OC(F)F)cc2OC(F)F)n(C)c1=O
 : -2	0.3	i	9	-3	-2	-10	0	-6
- COC(=O)c1ccc(/C=C/C(=O)OCC(=O)Nc2cc(C)on2)cc1
 : -4	-0.2	i	10	-2	-3	1	4	-2
- CCOC(=O)c1cn(CC2CC2)c2cc(F)c(F)cc2c1=O
 : -3	1.3	i	-12	5	-4	-1	1	0
- Cc1cc(NC(=O)Cn2c(C)nc3ccccc3c2=O)ccc1Br
 : 3	0.7	i	6	-5	-3	-8	1	1
- O=C(CCn1nc(-c2ccc(Cl)cc2)ccc1=O)N1CCN(c2ccc(F)cc2)CC1
 : 41	0.3	i	4	8	-1	-10	-1	0
- CC(C)CC(=O)Nc1ccccc1-c1nnn(CC(=O)N2CCc3ccccc3C2)n1
 : 14	-0.9	i	4	3	-2	9	-2	5

Compound activity from PubChem.

An unsorted share of the library; 3.7% or so of the library scored in one or more.
